ALOX15 inhib – qHTS Assay for Inhibitors of 15-hLO (15-human lipoxygenase). Polyunsaturated fatty acid lipoxygenase ALOX15 (Homo sapiens), P16050. Potency, µM (titrated, usually from 57.1 µM), inactives show at the highest dose activity change, negative = inhibition, hits mostly inhibitors. actives 1.4% (n = 74,000). purified 15hLO-1, xylenol orange hydroperoxide absorbance; active means well fitted inhibition curve with a large enough effect; inconclusive means small, poorly fitted or top-dose-only effect; inactive means no such curve, though single readings can be large or run the other way; further: nearly all actives have a fitted effect of over 55% in size
Target sequence (P16050 whole entry, looked up): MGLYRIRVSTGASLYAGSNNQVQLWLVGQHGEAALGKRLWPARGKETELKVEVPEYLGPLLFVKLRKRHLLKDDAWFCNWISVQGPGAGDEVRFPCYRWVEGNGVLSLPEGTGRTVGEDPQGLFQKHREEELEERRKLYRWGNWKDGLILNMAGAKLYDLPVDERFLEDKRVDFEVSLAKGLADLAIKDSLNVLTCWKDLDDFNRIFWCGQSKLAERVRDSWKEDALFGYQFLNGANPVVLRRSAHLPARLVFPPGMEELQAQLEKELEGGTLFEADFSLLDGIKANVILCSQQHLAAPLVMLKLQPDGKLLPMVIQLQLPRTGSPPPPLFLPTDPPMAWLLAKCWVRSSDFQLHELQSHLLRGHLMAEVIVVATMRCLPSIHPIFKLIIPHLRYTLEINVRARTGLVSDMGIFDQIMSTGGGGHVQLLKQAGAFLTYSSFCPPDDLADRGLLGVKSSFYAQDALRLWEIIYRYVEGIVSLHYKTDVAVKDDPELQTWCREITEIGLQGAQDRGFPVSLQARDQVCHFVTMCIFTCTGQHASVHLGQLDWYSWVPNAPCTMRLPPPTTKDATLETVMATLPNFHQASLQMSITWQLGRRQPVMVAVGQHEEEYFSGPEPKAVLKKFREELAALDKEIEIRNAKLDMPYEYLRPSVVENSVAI
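Purified human 15hLO-1 (40 nM) in 25 mM Hepes pH 7.5, 0.01% Triton X-100, preincubated 15 min RT with compound, then 50 uM arachidonic acid for 6 min. Hydroperoxide read by ferrous/xylenol orange, 30 min; 573/405 nm absorbance ratio gave progress.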
The depositor's hits bear a star; ? = inconclusive; & = joins results of further samples; [ ] = remark or other dose. On the % scale 0 is the no-effect control and ±100 the full control effect; potency means the concentration at half of the fitted maximal effect. These rows are one share of the data; rates above refer to the full screens.

1: CN1CC(CO)=C[C@H]2c3cccc4[nH]cc(c34)C[C@H]21
  ALOX15 inhib = -18%
2: NCCCC(N)CC(=O)NCC1NC(=O)C(CO)NC(=O)C(N)CNC(=O)C(C2CCN=C(N)N2)NC(=O)/C(=C\NC(N)=O)NC1=O (stereo unspecified)
  ALOX15 inhib = 34%[activator]
3: CNC1C2CN3CCC(O2)C13 (stereo unspecified)
  ALOX15 inhib = 15%[25.6 µM]
4: COC1CC(OC2CC[C@@]3(C=O)C4CC[C@]5(C)C(C6=CC(=O)OC6)CC[C@@]5(O)C4CC[C@]3(O)C2)OC(C)C1O (stereo partly specified)
  ALOX15 inhib = -4%
5: CCC12CCCN3CCC4(c5ccc(OC)c(O)c5N(C(C)=O)C4CC1)C32 (stereo unspecified)
  ALOX15 inhib = -4%[25.6 µM]
6: CC(C)C(C)/C=C/C(C)C1CCC2C3=CC=C4CC(O)CCC4(C)C3CCC21C (stereo unspecified)
  ALOX15 inhib = ?
7: CNC(=O)Oc1cccc2c1OC(C)(C)O2
  ALOX15 inhib = 6%
8: O=C1CCCC2C3CC(CN12)C1CCCCN1C3 (stereo unspecified)
  ALOX15 inhib = 1%
9: COc1cc2c(c(OC)c1OC)-c1ccc(O)c(=O)cc1C(NC(C)=O)CC2 (stereo unspecified)
  ALOX15 inhib = 8%
10: C=CCC1(C(C)CCC)C(=O)N=C(S)NC1=O (stereo unspecified)
  ALOX15 inhib = 4%
11: OCC(O)Cc1ccc2c(c1)OCO2 (stereo unspecified)
  ALOX15 inhib = 9%
12: OC[C@@H]1CCCN2CCCC[C@@H]12
  ALOX15 inhib = 10%[25.6 µM]
13: C[C@@]12CC(c3ccoc3)OC(=O)C1CC[C@@]1(C)C2C2C=C[C@@]1(O)C(=O)O2 (stereo partly specified)
  ALOX15 inhib = 2%
14: O=C1CC2OCC=C3CN4CC[C@]56c7ccccc7N1[C@H]5[C@H]2C3C[C@H]46 (stereo partly specified)
  ALOX15 inhib = -11%[25.6 µM]
15: CC1=C2CCC3C4CCC(=O)[C@@]4(C)CCC3[C@]2(C)CCC1=O (stereo partly specified)
  ALOX15 inhib = -2%

16: C=CCc1cc(OC)c2c(c1OC)OCO2
  ALOX15 inhib = 4µM*
17: CCC(C)C(=O)O[C@@H]1C[C@@]2(C)C(c3ccoc3)OC(=O)CC23OC2(C)O[C@@]14[C@@]1(C)C(CC(=O)OC)C5(C)CC1(O)C(O)(C5OC(=O)C1(C)OC1C)C(OC(C)=O)[C@@]34O2 (stereo partly specified)
  ALOX15 inhib = 1%
18: CNC(=O)CSP(=S)(OC)OC
  ALOX15 inhib = -12%
19: CN[C@@H](Cc1c[nH]c2ccccc12)C(=O)O
  ALOX15 inhib = 18%[25.6 µM]
20: NC(CO)Cc1ccccc1 (stereo unspecified)
  ALOX15 inhib = -5%
21: [N-]=[N+]=CC(=O)OCC(N)C(=O)O (stereo unspecified)
  ALOX15 inhib = -1%
22: CCN1C[C@]2(COC)C(O)C[C@H](OC)[C@@]34C5C[C@]6(O)C(OC)C(O)[C@](OC(C)=O)(C5C6OC(=O)c5ccccc5)C(C(OC)C23)C14 (stereo partly specified)
  ALOX15 inhib = -3%
23: Clc1ccc(CO/N=C(\Cn2ccnc2)c2ccc(Cl)cc2Cl)c(Cl)c1
  ALOX15 inhib = 1%
24: COc1ccc(C(CN(C)C)C2(O)CCCCC2)cc1 (stereo unspecified)
  ALOX15 inhib = 0%
25: COc1cc(C2c3cc4c(cc3C(OC(C)=O)[C@H]3COC(=O)C23)OCO4)cc(OC)c1OC (stereo partly specified)
  ALOX15 inhib = -3%&4%
26: Cc1[nH]c2ccccc2c1CN(C)C
  ALOX15 inhib = -3%
27: COc1cc(C2c3cc4c(cc3C(O)C3COC(=O)C23)OCO4)cc(OC)c1O (stereo unspecified)
  ALOX15 inhib = -11%
28: CCCCSP(=O)(SCCCC)SCCCC
  ALOX15 inhib = -7%
29: O=CN1CCCCC1C1CC[C@H]2CCCCN2C1 (stereo partly specified)
  ALOX15 inhib = -2%[25.6 µM]
30: CC1OC(O[C@@H]2C(O)CC(O[C@@H]3C(O)C[C@@H](OC4CC[C@]5(C)[C@H](CC[C@H]6[C@@H]5CC[C@]5(C)C(C7=CC(=O)OC7)C(O)C[C@@]65O)C4)OC3C)OC2C)CC(O)C1O (stereo partly specified)
  ALOX15 inhib = -5%

31: CN1CCc2cc3c(cc2C1O)OCO3 (stereo unspecified)
  ALOX15 inhib = -9%
32: CC(=O)N1CC2CC(C1)c1cccc(=O)n1C2 (stereo unspecified)
  ALOX15 inhib = 0%[25.6 µM]
33: CNC(C)C(O)c1ccccc1 (stereo unspecified)
  ALOX15 inhib = -3%
34: C[C@]12[C@H](O)CC3C(CC[C@@H]4C[C@@H](O)CC[C@]34C)[C@@]1(O)CC[C@@H]2C1=CC(=O)OC1 (stereo partly specified)
  ALOX15 inhib = -5%[25.6 µM]
35: CC[C@]1(O)CC(O[C@@H]2CC(N(C)C)C(O)C(C)O2)c2c(cc3c(c2O)C(=O)c2c(O)ccc(O)c2C3=O)C1C(=O)OC (stereo partly specified)
  ALOX15 inhib = -7%
36: Cc1c(O)c(O)cc2c1CC=C1[C@]3(C)CC[C@]4(C)CC[C@@](C)(C(=O)O)CC4[C@]3(C)CC[C@]12C (stereo partly specified)
  ALOX15 inhib = -11%
37: CCC(C)C1O[C@]2(C=CC1C)CC1CC(C/C=C(\C)[C@H](OC3CC(OC)C(O[C@H]4CC(OC)[C@@H](O)C(C)O4)C(C)O3)[C@@H](C)/C=C/C=C3\COC4C(O)C(C)=C[C@H](C(=O)O1)[C@@]34O)O2 (stereo partly specified)
  ALOX15 inhib = -2%
38: NC(=O)c1ccc(N)nc1
  ALOX15 inhib = -4%
39: C=CCSSCC=C
  ALOX15 inhib = ?
40: CC(=O)OC1CC[C@]2(C)C(CCC3C2CC[C@]2(C)C(C4=CC(=O)OC4)C(OC(C)=O)CC32O)C1 (stereo partly specified)
  ALOX15 inhib = 9%
41: O=[N+]([O-])OC1CO[C@H]2C(O[N+](=O)[O-])COC12 (stereo partly specified)
  ALOX15 inhib = -4%
42: C=CC1CN2CCC1CC2C(O)c1ccnc2ccccc12 (stereo unspecified)
  ALOX15 inhib = -3%&0%
43: CC1(C)C(C(Cl)Cl)C2(Cl)C(Cl)C(Cl)C1(Cl)C2(Cl)Cl (stereo unspecified)
  ALOX15 inhib = 2%
44: COc1ccc(C(=O)O)cc1OC
  ALOX15 inhib = -16%
45: CC(=O)Oc1ccc(/C=C/c2cc(OC(C)=O)cc(OC(C)=O)c2)cc1
  ALOX15 inhib = -4%

46: O=C(O)CF
  ALOX15 inhib = 0%
47: CC(=O)CC1CCCCN1 (stereo unspecified)
  ALOX15 inhib = 13%
48: Cc1ccc(-c2nc3ccc(C)cn3c2CC(=O)N(C)C)cc1
  ALOX15 inhib = 1%
49: CCCCCC1C(=O)O[C@H](C)[C@@H](NC(=O)c2cccc(NC=O)c2O)C(=O)OC(C)C1OC(=O)CC(C)C (stereo partly specified)
  ALOX15 inhib = -4%
50: CC(=O)OC1CC[C@@]2(C)C3CC[C@]4(C)C(=O)CCC4C3CC[C@H]2C1 (stereo partly specified)
  ALOX15 inhib = -7%
51: CCC(N)C(O)c1ccc(O)c(O)c1 (stereo unspecified)
  ALOX15 inhib = 8%
52: C=C1C2CCC3[C@@](CC[C@@H]4C(C(=O)O)CC(OC5OC(CO)C(OS(=O)(=O)O)C(OS(=O)(=O)O)C5OC(=O)CC(C)C)C[C@]34C)(C2)C1O (stereo partly specified)
  ALOX15 inhib = 12%
53: N#C/C(=C\c1cccc(O)c1)C(=O)O
  ALOX15 inhib = -2%
54: CC1CC(C)C(=O)[C@H](C(O)CC2CC(=O)NC(=O)C2)C1 (stereo partly specified)
  ALOX15 inhib = -7%
55: O=C1CCCC2[C@@H]3CCCN4CCC[C@@H](CN12)C34 (stereo partly specified)
  ALOX15 inhib = 4%[25.6 µM]
56: COC1C(O)C(C)O[C@H](OC2CC[C@@]3(C=O)C4CC[C@]5(C)C(C6=CC(=O)OC6)CC[C@@]5(O)C4CC[C@@H]3C2)C1O (stereo partly specified)
  ALOX15 inhib = 4%
57: COc1c2c(c(CC=C(C)C)c3oc(=O)c(-c4ccc(O)cc4)c(O)c13)OC(C)(C)C=C2
  ALOX15 inhib = ?
58: CC(=O)OC1CCC2(C)C3=C(CCC2C1(C)C)[C@]1(C)CCC(C(C)CCC=C(C)C)[C@]1(C)CC3 (stereo partly specified)
  ALOX15 inhib = -28%
59: COC[C@]12CN(C=O)C3C4C(OC)C1[C@@]3(C1CC3(O)C(OC)C(O)C4(OC(C)=O)C1C3OC(=O)c1ccccc1)[C@@H](OC)CC2O (stereo partly specified)
  ALOX15 inhib = -10%
60: CC(=O)OC1CCC23C(=O)OC45CCC(C6=CC(=O)OC6)C4(C)CCC2C5CCC3(O)C1 (stereo unspecified)
  ALOX15 inhib = -1%

Part of the list above in order of length of the SMILES, lowest first:
46: O=C(O)CF
  ALOX15 inhib = 0%
39: C=CCSSCC=C
  ALOX15 inhib = ?
47: CC(=O)CC1CCCCN1 (stereo unspecified)
  ALOX15 inhib = 13%
44: COc1ccc(C(=O)O)cc1OC
  ALOX15 inhib = -16%
51: CCC(N)C(O)c1ccc(O)c(O)c1 (stereo unspecified)
  ALOX15 inhib = 8%
53: N#C/C(=C\c1cccc(O)c1)C(=O)O
  ALOX15 inhib = -2%
42: C=CC1CN2CCC1CC2C(O)c1ccnc2ccccc12 (stereo unspecified)
  ALOX15 inhib = -3%&0%
55: O=C1CCCC2[C@@H]3CCCN4CCC[C@@H](CN12)C34 (stereo partly specified)
  ALOX15 inhib = 4%[25.6 µM]
41: O=[N+]([O-])OC1CO[C@H]2C(O[N+](=O)[O-])COC12 (stereo partly specified)
  ALOX15 inhib = -4%
43: CC1(C)C(C(Cl)Cl)C2(Cl)C(Cl)C(Cl)C1(Cl)C2(Cl)Cl (stereo unspecified)
  ALOX15 inhib = 2%
45: CC(=O)Oc1ccc(/C=C/c2cc(OC(C)=O)cc(OC(C)=O)c2)cc1
  ALOX15 inhib = -4%
50: CC(=O)OC1CC[C@@]2(C)C3CC[C@]4(C)C(=O)CCC4C3CC[C@H]2C1 (stereo partly specified)
  ALOX15 inhib = -7%
60: CC(=O)OC1CCC23C(=O)OC45CCC(C6=CC(=O)OC6)C4(C)CCC2C5CCC3(O)C1 (stereo unspecified)
  ALOX15 inhib = -1%
57: COc1c2c(c(CC=C(C)C)c3oc(=O)c(-c4ccc(O)cc4)c(O)c13)OC(C)(C)C=C2
  ALOX15 inhib = ?
58: CC(=O)OC1CCC2(C)C3=C(CCC2C1(C)C)[C@]1(C)CCC(C(C)CCC=C(C)C)[C@]1(C)CC3 (stereo partly specified)
  ALOX15 inhib = -28%
40: CC(=O)OC1CC[C@]2(C)C(CCC3C2CC[C@]2(C)C(C4=CC(=O)OC4)C(OC(C)=O)CC32O)C1 (stereo partly specified)
  ALOX15 inhib = 9%
56: COC1C(O)C(C)O[C@H](OC2CC[C@@]3(C=O)C4CC[C@]5(C)C(C6=CC(=O)OC6)CC[C@@]5(O)C4CC[C@@H]3C2)C1O (stereo partly specified)
  ALOX15 inhib = 4%
59: COC[C@]12CN(C=O)C3C4C(OC)C1[C@@]3(C1CC3(O)C(OC)C(O)C4(OC(C)=O)C1C3OC(=O)c1ccccc1)[C@@H](OC)CC2O (stereo partly specified)
  ALOX15 inhib = -10%
52: C=C1C2CCC3[C@@](CC[C@@H]4C(C(=O)O)CC(OC5OC(CO)C(OS(=O)(=O)O)C(OS(=O)(=O)O)C5OC(=O)CC(C)C)C[C@]34C)(C2)C1O (stereo partly specified)
  ALOX15 inhib = 12%

More compounds:
61: COc1cc2c(cc1-c1cc3cc4ccoc4cc3oc1=O)OCO2
  ALOX15 inhib = -6%
62: CN1C2CC3CC1C(O3)C2O (stereo unspecified)
  ALOX15 inhib = -1%
63: CC(=O)Nc1cc([As](=O)(O)O)ccc1O
  ALOX15 inhib = 3%
64: O=C1CC2OCC=C3CN4CC[C@@]56c7ccccc7N1C5C2C3CC46 (stereo partly specified)
  ALOX15 inhib = -2%
65: CC[C@@H]1CN2CC[C@@H]1C[C@H]2[C@H](O)c1ccnc2ccc(OC)cc12
  ALOX15 inhib = -21%[25.6 µM]
66: CCCCCC[C@H]1C(=O)O[C@H](C)[C@H](NC(=O)c2cccc(NC=O)c2O)C(=O)O[C@@H](C)[C@@H]1OC(=O)CC(C)C
  ALOX15 inhib = -18%[25.6 µM]
67: O=C(OC1Cc2c(O)cc(O)cc2OC1c1cc(O)c(O)c(O)c1)c1cc(O)c(O)c(O)c1 (stereo unspecified)
  ALOX15 inhib = ?
68: CCC(=O)Nc1ccc(Cl)c(Cl)c1
  ALOX15 inhib = -3%
69: COc1cc(OC)c2c(c1)OC(c1ccc(OC)c(OC)c1)C(O)C2 (stereo unspecified)
  ALOX15 inhib = -7%
70: N#Cc1c(Cl)c(Cl)c(Cl)c(C#N)c1Cl
  ALOX15 inhib = -6%
71: C=CC1CN2CCC1CC2C(OC(=O)OCC)c1ccnc2ccc(OC)cc12 (stereo unspecified)
  ALOX15 inhib = 6%
72: CC(C)OC(=O)Nc1cccc(Cl)c1
  ALOX15 inhib = ?
73: CC1=CC(=O)c2c(O)cccc2C1=O
  ALOX15 inhib = ?
74: Cc1ccc(N=CN(C)C=Nc2ccc(C)cc2C)c(C)c1
  ALOX15 inhib = 4%
75: CCC(C)C(=O)OC1C(O)C2C(CN3CC(C)CCC3[C@]2(C)O)C2C[C@]34O[C@@]5(O)C(OC(=O)C(C)(O)C(C)O)CCC3(C)C5C(OC(C)=O)C(OC(C)=O)C4[C@@]21O (stereo partly specified)
  ALOX15 inhib = -2%

Compounds 65 through 66, reprinted for reference:
65: CC[C@@H]1CN2CC[C@@H]1C[C@H]2[C@H](O)c1ccnc2ccc(OC)cc12
  ALOX15 inhib = -21%[25.6 µM]
66: CCCCCC[C@H]1C(=O)O[C@H](C)[C@H](NC(=O)c2cccc(NC=O)c2O)C(=O)O[C@@H](C)[C@@H]1OC(=O)CC(C)C
  ALOX15 inhib = -18%[25.6 µM]
